BLM helicase inh: inhibitors of human Bloom syndrome helicase BLM | recombinant BLM DNA unwinding, fluorescence dequenching | Potency, µM (titrated, usually from 56.1 µM), inactives show at the top dose activity change, negative = inhibition, actives largely listed as inhibitors | hit rate 0.2% among 350,000;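 also: potency is read from the fitted curve at half-maximal effect; plate controls were vehicle for no effect and no enzyme for full effect; nearly all actives have a fitted effect of over 35% in size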
POLB inh: blocks human DNA polymerase beta activity | P06746 | Pol beta primer extension/strand displacement, fluorescence kinetic | Potency, µM (series often up to 114 µM), without a hit: at the top dose activity change, negative = inhibition, actives largely listed as inhibitors | hit rate 1.3% among 340,000 | AID 485314; also: potency is read from the fitted curve at half-maximal effect; % is scaled to controls: 0 for no effect and ±100 for the full control effect
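Human Pol beta at 10 nM; strand-displacement substrate 50 nM final. Compound exposure 15 min at room temperature before start, reaction 10 min at room temperature.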
LDHA block: LDHA (human) enzyme inhibition | AID 1347041 | P00338 | activity change, % (values are at about 110 or 230 µM) | purified LDHA, NADH/diaphorase-resazurin fluorescence; hits give low values | hit rate 0.15% among 480,000; in the data active = activity change below about -30%; inconclusive = mostly about -25% to -30%;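 also: plate controls were DMSO wells for no effect and wells without enzyme for full effect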
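Remaining NADH was detected by diaphorase (0.133 mg/mL) converting 37 µM resazurin to fluorescent resorufin, read at 0 and 20 minutes. The preceding 5-minute room-temperature reaction used 2 nM LDHA, 0.2 mM sodium pyruvate and 0.06 mM NADH at pH 7.4.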
Apoferritin bind: binds horse apoferritin like a general anesthetic; P02791; apoferritin/1-aminoanthracene competitive binding, fluorescence; Potency, µM (titrated, usually from 77.5 µM), for the others: top-dose activity change, negative = displacement, most hits filed as inhibitors; hit rate 0.074% among 350,000; AID 485281; also: potency is read from the fitted curve at half-maximal effect; % is scaled to controls: 0 for no effect and ±100 for the full control effect; nearly all actives have a fitted effect of over 20% in size
Target sequence (P02791 2-175 limits assumed): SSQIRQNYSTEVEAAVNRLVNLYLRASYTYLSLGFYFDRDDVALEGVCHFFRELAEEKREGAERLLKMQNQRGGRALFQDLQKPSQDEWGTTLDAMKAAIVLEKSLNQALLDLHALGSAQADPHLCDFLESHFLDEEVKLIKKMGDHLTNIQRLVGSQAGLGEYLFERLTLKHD
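Concentration-response curves derived by four-parameter Hill fitting of normalized fluorescence, where compounds displaced 1-AMA from 10 uM horse apoferritin following a brief 10 min room-temperature incubation; propofol titration acted as positive control.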
Pol kappa inh: DNA polymerase kappa (human) inhibition | Q9UBT6 | purified Pol kappa, fluorescent DNA synthesis assay, 10 min | Potency, µM (series often up to 107 µM), inactives show at the top dose activity, negative = inhibition, hits mostly inhibitors | hit rate 0.53% among 400,000 | AID 588579; also: potency is read from the fitted curve at half-maximal effect; % is scaled to controls: 0 for no effect and ±100 for the full control effect
Target sequence (Q9UBT6 whole entry, looked up): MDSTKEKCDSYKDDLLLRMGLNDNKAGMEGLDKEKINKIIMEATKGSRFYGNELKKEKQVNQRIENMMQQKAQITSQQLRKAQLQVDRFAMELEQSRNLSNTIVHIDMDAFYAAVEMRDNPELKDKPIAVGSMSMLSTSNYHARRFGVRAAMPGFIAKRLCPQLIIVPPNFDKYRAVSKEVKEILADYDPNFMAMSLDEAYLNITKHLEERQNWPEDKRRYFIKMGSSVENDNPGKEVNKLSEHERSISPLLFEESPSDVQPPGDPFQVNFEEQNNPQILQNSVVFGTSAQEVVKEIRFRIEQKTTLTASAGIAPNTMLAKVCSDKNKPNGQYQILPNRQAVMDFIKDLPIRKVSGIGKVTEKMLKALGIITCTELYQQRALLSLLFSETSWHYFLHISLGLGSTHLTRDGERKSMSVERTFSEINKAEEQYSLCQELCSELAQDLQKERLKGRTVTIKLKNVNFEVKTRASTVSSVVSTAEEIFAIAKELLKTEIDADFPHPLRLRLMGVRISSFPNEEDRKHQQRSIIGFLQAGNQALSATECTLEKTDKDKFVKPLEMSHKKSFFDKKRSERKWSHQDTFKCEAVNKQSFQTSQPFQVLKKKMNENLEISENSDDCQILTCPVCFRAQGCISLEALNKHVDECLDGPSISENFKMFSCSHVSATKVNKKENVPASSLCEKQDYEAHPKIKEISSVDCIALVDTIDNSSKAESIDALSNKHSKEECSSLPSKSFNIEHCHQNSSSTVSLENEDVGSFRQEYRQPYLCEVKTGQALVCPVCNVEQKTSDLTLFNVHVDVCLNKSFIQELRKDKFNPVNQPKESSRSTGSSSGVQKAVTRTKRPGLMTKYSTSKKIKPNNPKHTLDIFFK
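50 nM final substrate added after 15 min RT preincubation of 10 nM Pol kappa with compound; fluorescence read at 0 and 10 min.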
GRP78 ERSR act: ER stress response induction in glioma; U87-MG GRP78 promoter luciferase reporter, 16 h; Potency, µM, without a hit: at the highest dose activation, most hits filed as activators; hit rate 0.02% among 420,000; AID 602332; also: potency is read from the fitted curve at half-maximal effect; series mostly up to about 76 µM; % of control where 0% means no effect; nearly all actives have a fitted effect of over 35% in size
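Stably transfected U87-MG glioma cells carrying a GRP78-based luciferase sensor; 16 h compound incubation. Luminescence end-point read 10 min after Bright-Glo addition at room temperature.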
APE1 inh: inhibitors of human APE1 endonuclease; recombinant APE1, TAMRA/BHQ-2 abasic DNA cleavage fluorescence; Potency, µM (titrated, usually from 65.8 µM), for the others: top-dose activity change, negative = inhibition, actives largely listed as inhibitors; hit rate 0.35% among 350,000; AID 2517;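 also: potency is read from the fitted curve at half-maximal effect; plate controls were vehicle for no effect and reference inhibitor for full effect; nearly all actives have a fitted effect of over 55% in size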
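Step 1: APE1 (0.75 nM) with compound, 15 min RT. Step 2: add 50 nM fluorophore/quencher THF duplex. Step 3: three fluorescence reads 60 s apart (525/598 nm); read 3 minus read 1 = reaction progress.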
Pol eta inh: inhibitors of human DNA polymerase eta | Q9Y253 | recombinant Pol eta, fluorescent DNA replication assay | Potency, µM (highest dose often 114 µM), for inactives: at the top dose activity change, negative = inhibition, most hits filed as inhibitors | hit rate 1.2% among 390,000 | AID 588591; also: potency is read from the fitted curve at half-maximal effect; % is scaled to controls: 0 for no effect and ±100 for the full control effect
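Pol eta at 10 nM preincubated with compounds 15 min at room temperature; reaction started with fluorescent substrate (50 nM final) and read kinetically at 0 and 10 min.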
Pol iota inh: DNA polymerase iota (human) inhibition. Potency, µM (titrated, usually from 115 µM), inactives show at the highest dose activity, negative = inhibition, most hits filed as inhibitors. Pol iota fluorescent replication assay, 10 min. Q9UNA4. hit rate 1% among 390,000; also: potency is read from the fitted curve at half-maximal effect
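Fluorescent replication assay read twice, at 0 min and 10 min after adding 50 nM (final) substrate. Enzyme (10 nM) and compounds were first incubated 15 min at room temperature; enzyme-free buffer wells were negative controls.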
Starred values were filed as active, the others as inactive; ? = inconclusive; . = no result given; & = joins results of further samples; [ ] = remark or other dose. Unless noted, calls follow the shape of the dose curve; as a rule, active = well fitted curve in the direction sought with a large enough effect; inconclusive = small, poorly fitted or top-dose-only effect, or another doubt; inactive = no such curve, though single readings can be large; an effect the other way counts as inactive or inconclusive. These rows are one share of the data. The share of hits here may be higher or lower than overall.

SMILES,APE1 inh,POLB inh,GRP78 ERSR act,Pol eta inh,BLM helicase inh,Apoferritin bind,LDHA block,Pol iota inh,Pol kappa inh
Cc1ccc(OCCCCn2ccnc2C)c(C)c1,-2%,13%,-5%,-16%,-5%,?,-20,179%[activator],0%
Cc1cccc(Cn2c(SCCN3CCCCC3)nc3c2c(=O)[nH]c(=O)n3C)c1,5%,-3%,-1%,-5%,5%,-6%,-6&5,2%,-9%
Cc1cccc(NC(=O)CSc2nnc(NC(=O)c3ccc(S(=O)(=O)N4CCOCC4)cc3)s2)c1C,19%,27%,.,.,-6%,2%,.,.,.
CN(NC(=O)/C=C/C(=O)O)c1ncc(C(F)(F)F)cc1Cl,-1%,-19%,-3%,-2%,-1%,-9%,-2,-1%,-3%
COc1ccc(NC(=O)C2CCCN2C(=O)Nc2ccccc2)cc1OC (stereo unspecified),15%,16%,-3%,6%,-5%,5%,-8,23%,4%
C=CCC(O)(CC=C)C(C)N (stereo unspecified),-2%,-27%,-6%,5%,-1%,1%,-13,16%,-3%
O=C(Oc1ccc2c(=O)c(Oc3ccc4ccccc4c3)coc2c1)c1ccco1,2%,2%,-1%,-1%,-7%,61%[activator],-8,3%,-9%
CC(C)(C)c1ccc(C(=O)NCCC(=O)N2CCN(c3ncccn3)CC2)cc1,0%,-1%,5%,-12%,-2%,-19%,4,9%,7%
Cc1nn(-c2ccccc2)c(-n2cccc2)c1C(=O)O,-1%,-15%,-2%,-17%,3%,-1%,-1,21%,-20%
COCCNC(=O)c1nn(-c2cc(OC)cc(OC)c2)c(=O)c2ccccc12,8%,-1%,-5%,-9%,1%,-3%,1,-2%,2%
CC(C)(C)OC(=O)N1CCC(c2c(C(=O)NCc3ccco3)cnn2-c2ccccc2Cl)CC1,.,-1%,-2%,8%,-5%,-6%,4,-6%,0%
CC(C)(C)Cc1nc2ccccc2n1CCc1ccccc1,4%,4%,-1%,2%,-6%,-23%,6,-2%,-13%
COc1ccc(C(=O)OCC(=O)c2ccc3c(c2)NC(=O)CO3)cc1S(=O)(=O)N1CCOCC1,16%,.,-1%,-17%,.,.,-8,16%,-4%
Cc1cccc2c1-c1sc(C(=O)NCCCN3CCc4ccccc4C3)cc1CO2,9%,4%,-3%,-14%,5%,11%,3,-4%,6%
O=C(NCc1nc2ccccc2[nH]1)C1=C[C@H](c2csc3ccccc23)C[C@H](OCc2ccc(CO)cc2)O1,-2%,3%,-1%,-17%,-9%,-7%,-8,?,-11%
Cc1ccccc1-c1nc(CN2CCC(C(=O)NC3CC3)CC2)c(C)o1,-11%,-11%,-4%,-16%,1%,6%,-1,22%,-8%
CCCCCCCCC(=O)Nc1cc(C)ccc1OC,7%,1%,-2%,-16%,-4%,-4%,1,29%,-7%
CSc1cccc(NC(=S)N(C(C)C)C(C)c2ccccn2)c1 (stereo unspecified),-9%,3%,6%,2%,-8%,-21%,-3,75%[activator],-5%
CCc1ccccc1NC(=O)Cn1nc(-c2cc(C)ccc2C)c2c(c1=O)CCCC2,.,40%,-3%,-12%,-1%,-15%,-12,18%,-7%
CCOC(=O)N1CCC(=NNC(=O)NC2CCCCC2)CC1,7%,7%,0%,-10%,-4%,-15%,0,45%[activator],16%
Clc1ccc(Cn2c(-c3cccnc3Cl)nc3ccccc32)c(Cl)c1,2%,1%,-1%,0%,-8%,-23%,-2,1%,-8%
COc1ccc(-c2nc3c(c(=O)[nH]c(=O)n3Cc3ccccc3)n2CCO)cc1,14%,-22%,-6%,-7%,-2%,-7%,-8,106%[activator],-30%
COc1ccc(C(=O)NNC(=S)NC(=O)c2ccccc2[N+](=O)[O-])cc1,1%,7%,-2%,-15%,-4%,2%,-1,-3%,3%
CC1CCCCC1NC(=O)C(=O)NCC1CCCO1 (stereo unspecified),0%,-23%,-4%,-1%,1%,-9%,-5,3%,-10%

Some values from above:
Entry of `COc1ccc(NC(=O)C2CCCN2C(=O)Nc2ccccc2)cc1OC` (stereo unspecified) in Pol iota inh: 23%
Entry of `Cc1nn(-c2ccccc2)c(-n2cccc2)c1C(=O)O` in Pol kappa inh: -20%

Following part
SMILES,APE1 inh,POLB inh,GRP78 ERSR act,Pol eta inh,BLM helicase inh,Apoferritin bind,LDHA block,Pol iota inh,Pol kappa inh
CCC(CC)c1nn2c(=O)cc(COc3ccc(NC(=O)c4ccc(C)cc4)cc3)nc2s1,.,5%,-2%,-13%,-5%,-3%,-1,28%,-4%
CCOC(=O)c1cc(-c2ccccc2)sc1NC(=O)C(C)Sc1nnc(C)s1 (stereo unspecified),3%,31%,0%,-26%,-11%,-6%,4,60%[activator],-10%
Cc1cc(C)c(C)c(C(=O)COC(=O)CNC(=O)CNC(=O)c2ccco2)c1C,69%[activator],1%,-2%,-16%,-2%,4%,-3,87%[activator],1%
CC(C)NC(=O)CN1C(=O)NC(CCc2ccccc2)C1=O (stereo unspecified),5%,?,-1%,-17%,1%,-10%,1,20%,-6%
COC(=O)c1c(-c2cc(OC)cc(OC)c2)sc2ccc(OC)cc12,-13%,.,6%,-14%,.,.,0,-5%,-8%
CCOc1cc(/C=N/NC(N)=O)ccc1OCC(=O)Nc1ccc(C)c(C)c1,5%,1%,-1%,?,-13%,-2%,-2,?,-15%
Cn1ncc([N+](=O)[O-])c1C(=O)Nc1ccccc1Cl,-9%,?,-2%,-6%,0%,-10%,-3,21%,-22%
CCC(=O)N1c2ccccc2NC2=C(C(=O)CCC2)C1c1ccc(N(C)C)cc1 (stereo unspecified),1%,27%,-1%,6%,3%,-13%,10,15%,-13%
CC(C)Sc1nnc(-c2ccc(S(=O)(=O)N3CCOCC3)cc2)n1C,16%,37%,-2%,4%,-2%,-1%,-8,54%[activator],8%
O=C(NCCCn1ccnc1)c1cccnc1,4%,19%,-1%,-2%,2%,1%,-2,24%,-10%
C#CCn1cc(C=C2C(=O)c3ccccc3C2=O)c2ccccc21,1%,-17%,3%,?,-12%,-15%,4,23%,6%
COc1ccc(NC(=O)c2cc3ccc4c5ccccc5[nH]c4c3cc2O)cc1,?,-4%,-7%,-15%,-4%,26%,-8,17%,7%
CCc1ccc(OS(=O)(=O)c2cn(C)c(=O)n(C)c2=O)cc1,1%,-27%,-2%,-21%,0%,-14%,-4,147%[activator],-2%
COc1ccccc1N1CCN(C(=O)c2cc(C(C)(C)C)oc2C)CC1,5%,2%,0%,-20%,-14%,?,-3,10%,2%
CC(=O)C1=NN(c2ccc(Cl)cc2)C(c2ccc3c(c2)OCO3)N(C(C)=O)N1C (stereo unspecified),6%,13%,-3%,-16%,-10%,-3%,-2,-6%,-13%
Cc1sc(NC(=O)CN2CCOCC2)c(C(=O)c2ccccc2)c1C,-4%,20%,-2%,-19%,3%,-21%,-3,3%,-4%
CCOC(=O)C1CCCN(C2CC(=O)N(c3ccc(C)c(C)c3)C2=O)C1 (stereo unspecified),6%,?,-5%,-4%,1%,-4%,-9,3%,-4%
N#CC1(P(=O)(c2ccccc2)c2ccccc2)CC1,2%,14%,0%,-12%,-5%,-12%,-1,29%,-14%
Cc1ccnc(-n2sc3ccccc3c2=O)n1,-3%,?,-4%,-18%,-1%,-11%,3,25µM*,-2%
CCCCn1c(-c2csc3c2CCCC3)n[nH]c1=S,4%,-23%,-2%,-16%,-6%,?,0,23%,-7%
CC1CCCCN1CCCNC(=O)Cn1ncc2c3ccccc3n(Cc3ccccc3F)c2c1=O (stereo unspecified),.,23%,-3%,-16%,1%,-7%,-2,?,1%
Cc1ccc(-c2nnc(COC(=O)c3cccs3)o2)cc1,9%,-5%,1%,-15%,-1%,-20%,0,-11%,5%
O=C(CCS(=O)(=O)c1nc(-c2cccs2)cc(C(F)(F)F)n1)Nc1ccc(Br)cc1,.,-20%,-11%,14%,1%,-16%,-4,-2%,4%
CCOC(=O)C1=C(C)NC(=O)NC1c1ccc(OC(C)C(=O)O)c(OC)c1 (stereo unspecified),0%,0%,-4%,-8%,-2%,2%,-3,2%,-2%

Sorted by the number under LDHA block (falling): 3 from the list above
compound,APE1 inh,POLB inh,GRP78 ERSR act,Pol eta inh,BLM helicase inh,LDHA block,Pol iota inh,Pol kappa inh
CCCCn1c(-c2csc3c2CCCC3)n[nH]c1=S,4%,-23%,-2%,-16%,-6%,0,23%,-7%
CC(=O)C1=NN(c2ccc(Cl)cc2)C(c2ccc3c(c2)OCO3)N(C(C)=O)N1C (stereo unspecified),6%,13%,-3%,-16%,-10%,-2,-6%,-13%
COc1ccccc1N1CCN(C(=O)c2cc(C(C)(C)C)oc2C)CC1,5%,2%,0%,-20%,-14%,-3,10%,2%

(more compounds)
SMILES,APE1 inh,POLB inh,GRP78 ERSR act,Pol eta inh,BLM helicase inh,Apoferritin bind,LDHA block,Pol iota inh,Pol kappa inh
CC1CCCN(S(=O)(=O)Cc2ccc(Cl)cc2)C1 (stereo unspecified),15%,-7%,-1%,-11%,-4%,-10%,1,5%[58.9 µM],-3%
O=C(c1ccc(Cl)c(S(=O)(=O)N2CCOCC2)c1)N(Cc1ccco1)Cc1cccs1,-9%,.,-2%,-9%,.,.,-5,10%,-8%
COc1ccc(NC(=O)CSC2=Nc3ccccc3C3=NC(CC(=O)NCc4ccco4)C(=O)N23)cc1 (stereo unspecified),.,-10%,-3%,-9%,2%,-5%,-5,21%,-6%[60.1 µM]
NC(N)=N/N=C/c1ccccc1Cl,2%,13%,-6%,-22%,5%,6%,-3,37%,4%
CC1(C)Cc2c(sc(NC(=O)C(=O)N3CCCC3)c2C(=O)O)CO1,6%,33%[activator],-4%,-2%,-1%,6%,-10,10%,-24%
O=C(Cn1c(=O)n(-c2ccccc2)c(=O)c2c3c(sc21)CCCC3)Nc1ccccc1,.,-3%,-5%,-7%,-6%,8%,-10,15%,-19%
CC1=C(C(=O)OC(C)C)C(c2cccnc2)C2=C(CC(C)(C)CC2=O)N1 (stereo unspecified),-1%,7%,-1%,-16%,-8%,31%[activator],-1,20%,-6%

Pol iota inh: hit marks shown above
SMILES	APE1 inh	POLB inh	GRP78 ERSR act	Pol eta inh	BLM helicase inh	LDHA block	Pol iota inh	Pol kappa inh
Cc1ccnc(-n2sc3ccccc3c2=O)n1	-3%	?	-4%	-18%	-1%	3	25µM*	-2%

Assay outcomes (PubChem BioAssay)
